# HePTP inh – inhibitors of human HePTP phosphatase, primary screen, biochemical, absorbance, leukemia target; Tyrosine-protein phosphatase non-receptor type 7 (Homo sapiens), P35236; recombinant HePTP phosphatase activity, OD absorbance; inhibition, % at 20 µM; 0.64% of 110,000 active; in the data active = inhibition above about 50%;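 note: plate controls were vehicle for no effect and reference inhibitor for full effect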
# Target sequence (P35236 whole entry, looked up): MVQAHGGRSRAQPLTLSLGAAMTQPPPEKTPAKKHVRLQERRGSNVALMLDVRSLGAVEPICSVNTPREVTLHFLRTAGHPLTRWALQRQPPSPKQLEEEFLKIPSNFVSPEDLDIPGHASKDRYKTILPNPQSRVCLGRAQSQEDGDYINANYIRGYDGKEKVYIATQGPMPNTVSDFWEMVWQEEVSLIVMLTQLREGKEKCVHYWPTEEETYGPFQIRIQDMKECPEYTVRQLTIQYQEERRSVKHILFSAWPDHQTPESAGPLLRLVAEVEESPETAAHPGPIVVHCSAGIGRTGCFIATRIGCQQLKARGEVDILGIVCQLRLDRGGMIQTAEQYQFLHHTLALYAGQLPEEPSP
# BAP1 inh – inhibitors of BAP1 deubiquitinase, primary screen, biochemical, Ub-AMC fluorescence, kinetic; Ubiquitin carboxyl-terminal hydrolase BAP1 (Homo sapiens), Q92560; recombinant BAP1, Ub-AMC hydrolysis fluorescence kinetic; active compounds read low; activity remaining (% of control), % at 20 µM; 0.48% of 72,000 active;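 active = activity remaining at or below 50% of control, provided the compound also passes the data quality filters; inactive = the rest, including low values that fail the filters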;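 note: 100% = DMSO wells rate and 0% = substrate alone blank rate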
# Target sequence (Q92560 whole entry, looked up): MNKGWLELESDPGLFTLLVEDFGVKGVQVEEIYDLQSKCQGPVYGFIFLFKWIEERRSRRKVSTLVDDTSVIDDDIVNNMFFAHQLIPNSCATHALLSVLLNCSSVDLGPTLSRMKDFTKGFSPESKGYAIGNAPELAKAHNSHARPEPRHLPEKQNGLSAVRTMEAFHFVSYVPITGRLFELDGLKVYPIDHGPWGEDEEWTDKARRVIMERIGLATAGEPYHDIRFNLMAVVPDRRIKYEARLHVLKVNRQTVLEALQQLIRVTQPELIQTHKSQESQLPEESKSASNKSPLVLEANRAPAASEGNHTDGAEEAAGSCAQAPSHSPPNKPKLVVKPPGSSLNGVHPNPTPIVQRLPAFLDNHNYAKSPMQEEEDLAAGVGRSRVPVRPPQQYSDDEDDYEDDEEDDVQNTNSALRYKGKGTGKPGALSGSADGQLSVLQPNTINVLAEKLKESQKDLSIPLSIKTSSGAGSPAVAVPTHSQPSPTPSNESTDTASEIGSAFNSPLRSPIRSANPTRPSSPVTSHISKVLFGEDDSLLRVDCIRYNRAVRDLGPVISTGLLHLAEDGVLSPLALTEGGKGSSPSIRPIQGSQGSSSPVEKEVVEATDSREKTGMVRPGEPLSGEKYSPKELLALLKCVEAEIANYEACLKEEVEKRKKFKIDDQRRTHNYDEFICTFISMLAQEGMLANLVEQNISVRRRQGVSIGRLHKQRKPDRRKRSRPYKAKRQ
# An asterisk follows results filed as active; . = not tested or not shown; & = joins results of further samples.
SMILES,HePTP inh,BAP1 inh
C[C@@H](NCCc1ccc(O)cc1)[C@@H](O)c1ccc(O)cc1,.,84
CCOC(=O)C1CCN(C(c2cc3ccc(C)c(C)c3[nH]c2=O)c2nnnn2C2CCCCC2)CC1 (stereo not given),-3,.
N#Cc1ccc(NC(=O)C2CC(c3ccc(F)cc3)=NO2)cc1 (stereo not given),-1,93
O=C(NC1CCN(C(=O)N2CCOCC2)CC1)c1ccccc1,8,89
CN1CCC(N(C)S(=O)(=O)c2ccccc2[N+](=O)[O-])CC1,5,.
COc1ccccc1N1CCSC1C(N)=O (stereo not given),6,105
Cc1ccc(S(=O)(=O)N2c3ccccc3C(C)CC2(C)C)cc1 (stereo not given),3,.
COc1ccc(NC(=O)NC2(C(=O)N3CCCCCC3)CCCCC2)cc1,-5,104
CC(C)C(=O)N1CCN(c2ccccc2N)CC1,-2,99
COc1cccc(C2Nc3ccc4ccccc4c3C3=C2C(=O)CC(C)(C)C3)c1OCC(=O)O (stereo not given),8,.
CCCCN1c2ccccc2N(CCCO)c2cc(C)nnc21,2,96
COC(=O)c1c(NS(=O)(=O)c2cccs2)sc2c1CCCC2,7,103
COc1cc(/C=N\N2CCN(c3ccccc3OC)CC2)ccc1OCc1ccccc1,7,.
O=C1c2ccc(-c3nc4ccccc4c(=O)o3)cc2C(=O)N1c1ccc([N+](=O)[O-])cc1,4,.
COC(OC)C12c3ccccc3C(c3ccccc31)C1C(=O)N(Cc3ccco3)C(=O)C12 (stereo not given),8,.
CCOC(=O)Cc1csc(-n2sc3ccccc3c2=O)n1,5,45*
CCN(CC(=O)Nc1ccc(OC)c(OC)c1)S(=O)(=O)c1ccc(C)cc1,10,111
CC1=C(C(=O)Nc2ccc(C)cc2)C(c2ccc(F)cc2)NC(=S)N1 (stereo not given),3,.
O=C1Nc2ccccc2C12NN=C(c1ccccc1O)S2 (stereo not given),-18,.
O=C(NC1CCCC1)C(c1ccc(N2CCOCC2)cc1)N(Cc1ccccc1)C(=O)c1ccco1 (stereo not given),-1,90
O=c1c2c3c(sc2n2cnnc2n1C1CCCCC1)CCC3,4,98
Cc1cccc(-n2c(SCC(=O)NCc3ccco3)nc3ccccc3c2=O)c1,4,75
CCOC(=O)C1CCCN(S(=O)(=O)c2cc(OCC(N)=O)c(C)cc2Cl)C1 (stereo not given),0,116
O=C1CCCCCN1CSc1nc2ccccc2s1,1,97
Cn1nnnc1SCc1nnc(-c2ccc(Cl)cc2)o1,4,112

# Part of the list above in order of molar mass, highest first:
SMILES,HePTP inh,BAP1 inh
CCOC(=O)C1CCN(C(c2cc3ccc(C)c(C)c3[nH]c2=O)c2nnnn2C2CCCCC2)CC1 (stereo not given),-3,.
COc1cc(/C=N\N2CCN(c3ccccc3OC)CC2)ccc1OCc1ccccc1,7,.
O=C1c2ccc(-c3nc4ccccc4c(=O)o3)cc2C(=O)N1c1ccc([N+](=O)[O-])cc1,4,.
CCN(CC(=O)Nc1ccc(OC)c(OC)c1)S(=O)(=O)c1ccc(C)cc1,10,111
O=c1c2c3c(sc2n2cnnc2n1C1CCCCC1)CCC3,4,98

# (cont.)
SMILES,HePTP inh,BAP1 inh
COc1ccc(C)cc1NC(=O)c1ccccc1I,-3,.
CC1CN(Cc2nc3c(c(=O)n(C)c(=O)n3C)n2CC(O)CO)CC(C)O1 (stereo not given),9,100
O=C(/C=C\Nc1ccccn1)c1ccc2c(c1)OCO2,2,.
COc1ccc(-n2c(C)cc(=O)c3c2CC(C)(C)CC3=O)cc1,5,103
Cc1ccc(-n2nnnc2SCC(=O)Nc2cccc(NC(=O)c3ccco3)c2)cc1C,4,43*
Cc1cc(C)c2nc3s/c(=C/c4ccc(-c5cccc(Cl)c5)o4)c(=O)n3c2c1,8,.
CCc1ccccc1NC(=O)c1cc(Cl)ccc1OC,-1,.
COC(=O)Cn1c(CN(Cc2ccccc2)Cc2ccccc2)nc2c1c(=O)[nH]c(=O)n2C,10,95
Cn1c(C(=O)N2CCN(C(=O)c3ccco3)CC2)cc2c(=O)n(C)c3ccccc3c21,4,102
NC(=O)c1cc(-c2ccsc2)no1,.,58
CCCCCOC(=O)COc1ccc(S(=O)(=O)c2ccc(OCC(=O)OCCCCC)cc2)cc1,4,.
CCOc1ccccc1NC(=O)c1cc(S(=O)(=O)N2CCC3(CC2)OCCO3)ccc1F,7,104
O=C1c2ccccc2C(=O)N1CCc1nc2ccccc2c(=O)n1Cc1ccco1,4&-8,104
Cn1c(=O)oc2cc(S(=O)(=O)Nc3ccc(Cl)cc3F)ccc21,3,97
CCCC1=NN(C(=O)c2ccccc2Cl)C(O)(C(F)(F)F)C1 (stereo not given),11,.
O=C(Cc1ccccc1)N1CCN(S(=O)(=O)c2ccc(Cl)cc2)CC1,-3,.
Cc1cc(C)nc(/N=C(/N)Nc2ccc(OCCc3ccccc3)cc2)n1,-4,.
CCOC(=O)C1CCCN(S(=O)(=O)c2ccc(C)cc2)C1 (stereo not given),4,158
NC(=O)Nc1ccc(Oc2c(F)c(F)c(F)c(F)c2F)cc1,-1,101
O=c1[nH]c2cc3c(cc2cc1C(c1nnnn1CC1CCCO1)N1CCCC1)OCO3 (stereo not given),4,.
COc1ccc(C(=O)c2c(C)oc3c2cc(OC)c2ccccc23)cc1,11,.
CC(C)[N+]1(C)[C@@H]2CC[C@H]1CC(OC(=O)C(CO)c1ccccc1)C2 (stereo not given in full),4,80
COCCCn1c(C(C)C)nc2oc3cc(OC)ccc3c(=O)c2c1=O,10,103
O=C(c1n[nH]c2ccccc12)N1CCN(S(=O)(=O)c2ccc3ccccc3c2)CC1,4,50
O=C(c1ccncc1)c1ccc(N2CCN(C3CC(=O)N(Cc4ccccc4)C3=O)CC2)cc1 (stereo not given),3,110

# Going on with the list.
SMILES,HePTP inh,BAP1 inh
O=C(Nc1ccc(Cc2ccncc2)cc1)c1ccc(-c2cccc([N+](=O)[O-])c2)o1,-8,.
Cc1cccc(OCc2nc(-c3ccc(Cl)cc3)no2)c1,5,.
CCOc1ccccc1C(=O)Nc1cc(C)ccn1,-10,.
O=C(CN1C(=O)NC2(CCCCCCC2)C1=O)NC(=O)NCc1ccco1,-2,93
Cc1ccc2nsnc2c1NC(=O)c1ccc(Br)o1,6,.
CCCC(=O)Nc1ccc(NC(=O)c2ccco2)cc1,-7,.
O=C(CCCCn1c(=O)c2ccccc2n(CC(=O)Nc2ccccc2)c1=O)NCc1ccco1,-13,92
FC(F)(F)c1nnc2sc(-c3cccs3)nn12,2,95
CCn1nc(NC(=O)c2ccncc2)c2cc3cc(C)ccc3nc21,2,104
Cc1oc(-c2ccccc2)cc1C(=O)Nc1ccc(CC(=O)O)cc1,-6,.
COC(=O)c1cccc(N2C(=O)c3cccc([N+](=O)[O-])c3C2=O)c1,-4,.
c1ccc(Nc2ccc3nc4ccccc4nc3c2)cc1,-4,.
COc1ccc(CNCc2cc(OC)c(O)c(OC)c2)cc1,-8,.
CC1(C(=O)NC2CCCCCCC2)CCC(=O)N1Cc1ccco1 (stereo not given),2,104
O=C(Cc1ccccc1)NCC1COc2ccccc2O1 (stereo not given),8,.
Cc1ccc(/C(N)=N/OC(=O)COc2ccc(Br)cc2)cc1,-6,.
CCc1ccccc1NC1=NCC(=O)N1Cc1ccc2c(c1)OCO2,4,102
CCOC(=O)COc1ccc(C(=O)c2ccccc2)c(O)c1,8,94
Cc1cc(=O)oc2cc(OC(=O)C(c3ccccc3)c3ccccc3)ccc12,2,.
COc1ccc(NC(=O)Nc2ccc(Cc3ccncc3)cc2)cc1,5,.
O=C(Nc1ccc(Cl)cn1)c1cc(Br)ccc1Cl,-2,.
Cc1nc2n(c(=O)c1CCN1CCC(c3noc4cc(F)ccc34)CC1)CCCC2,.,97
O=C(CSc1nc2sc3c(c2c(=O)[nH]1)CCCC3)NCCO,-1&8,93
COC(=O)c1ccc(Oc2nc(NC(C)C)nc(NC(C)C)n2)cc1,0,.
COc1ccc(O)c(/C=N/NC(=O)c2cccc(N3CCCC3=O)c2)c1,8,.

# At a glance, some entries already given.
SMILES,HePTP inh,BAP1 inh
Cc1ccc(/C(N)=N/OC(=O)COc2ccc(Br)cc2)cc1,-6,.
CCc1ccccc1NC1=NCC(=O)N1Cc1ccc2c(c1)OCO2,4,102

# More results follow:
SMILES,HePTP inh,BAP1 inh
Cc1sc(-n2c(C)cc(/C=N/n3cnnc3)c2C)c(C#N)c1C,11,95
O=C(NC(=S)Nc1cccc(NC(=O)c2ccco2)c1)c1ccco1,-12,.
CCOc1ccc(N2C(=O)NC(=O)/C(=C\c3ccc(I)o3)C2=O)cc1,25,.
Cn1nc(-c2ccc(Cl)cc2)c2cc(C(=O)NCC3CCCO3)sc21 (stereo not given),4,108
Cc1c(OCc2ccc(Cl)cc2)ccc2c3c(c(=O)oc12)CCC3,10,.
Cc1ccc(NC(=O)C(C)N2C(=O)c3ccccc3C2=O)cc1 (stereo not given),4,104&79
CSc1nnc2n(CCc3ccccc3)c(=O)c3c4c(sc3n12)CCCC4,3,132
NC(=O)CN(c1ccccc1)C1SC(=O)N(Cc2ccccc2)C1=O (stereo not given),11,107
Cc1csc(=N)n1CC(=O)N1CCc2ccccc21,3,96
CCCS(=O)(=O)C(=C(Nc1ccc(CC)cc1)Nc1ccc(CC)cc1)S(=O)(=O)CCC,2,.
O=C(c1cc(Cl)ccc1Cl)n1nnc2ccccc21,0,.
CC(=O)Oc1cc2c(C(=O)NCCCN3CCOCC3)c(C)oc2c2ccccc12,7,97
COc1ccc(CNCCC2(c3ccc(OC)cc3)CCOC(C)(C)C2)cc1 (stereo not given),.,105
CCc1cccc(Nc2cc(C)nc3ncnn23)c1,-3,91
O=C(O)CCC(=O)Nc1ccc(S(=O)(=O)Nc2nccs2)cc1,5,105
CCOC(=O)c1ccc(N=Cc2nc(-c3ccccc3)oc2O)cc1,-14,.
CCOc1ccc(N2C(=O)/C(=C/c3ccc(-c4ccc([N+](=O)[O-])cc4OC)o3)C(=O)NC2=S)cc1,13,.
COc1ccc(OCCCCOc2ccc(Cl)c(C)c2)cc1,4,.
COC(=O)c1ccc(-c2csc(NC(=O)c3cc(=O)c4ccccc4o3)n2)cc1,.,100
CCn1cc(C(=O)NCc2ccco2)c(=O)c2cc(S(=O)(=O)N3CC(C)CC(C)C3)ccc21 (stereo not given),2,81
COc1ccc(NC2=C(Cl)C(=O)N(c3ccc(C)cc3C)C2=O)c(OC)c1,.,101
c1ccc2c(c1)nnn1c3ccccc3nc21,8,92
O=C(Nc1ccc(Br)cc1)c1ccc(-c2ccccc2)cc1,.,61
O=C(NCCc1c[nH]c2ccccc12)C1Cc2ccccc2CN1C(=O)c1ccco1 (stereo not given),1,151
CCC(C)(C)NC(=O)CN(C(=O)CNS(=O)(=O)c1ccc(C)cc1)c1ccc2c(c1)OCCO2,-2,71

# Later entries:
SMILES,HePTP inh,BAP1 inh
C=CCn1c(O)c(CN2CCN(Cc3ccccc3)CC2)c(C)c(C#N)c1=O,0,100
O=C1/C(=C\c2ccccc2OS(=O)(=O)c2ccccc2[N+](=O)[O-])SC(=S)N1c1ccccc1,1,.
CN(C)CCCNc1c2c(c(C#N)c3nc4ccccc4n13)CCC2,7,.
Cn1c(=O)c2c(nc(N3CCN(Cc4ccccc4)CC3)n2CCSc2ncccn2)n(C)c1=O,16,98
O=C1/C(=C/c2ccc(-c3ccccc3[N+](=O)[O-])o2)SC(=Nc2ccccc2)N1c1ccccc1,9,.
Cc1cccc(N2CCN(C(=O)C3C4CCC(O4)C3C(=O)O)CC2)c1C (stereo not given),-9,.
CC(=O)c1ccc(NCCC(=O)c2ccccc2)cc1,5,.
CCn1c2ccccc2c2nnc(SCC(N)=O)nc21,-5,.
Oc1c(N=Nc2cccc(Br)c2)sc2ccccc12,19,.
CC1Cc2ccccc2N1C(=O)CSc1nnc(NC(=O)Cc2cccs2)s1 (stereo not given),10,100
COc1cccc(C(c2nnnn2C(C)(C)C)N2CCN(C3CCCCC3)CC2)c1OC (stereo not given),3,100
CC(NC(=O)C(c1ccccc1)c1ccccc1)C(=O)O (stereo not given),1,.
O=C(NC1CCCC1)c1ccc2nc[nH]c2c1,1,98
Cc1c(C(C)NC(=O)Nc2ccc(F)cc2F)cnn1C (stereo not given),10,115
COc1cccc(CNc2ncc(Br)cc2Br)c1O,4,102
CC1(C)Nc2ccccc2N(Cc2ccc([N+](=O)[O-])cc2)C1=O,-2,.
CC12c3ccccc3C(C)(c3ccccc31)C1C(=O)N(c3ccc(Cl)c(C(=O)O)c3)C(=O)C12 (stereo not given),6,.
CCc1ccc(NC(=O)CSc2nc3sc4c(c3c(=O)n2-c2ccccc2)CCCC4)cc1,-11,.
CC(C)NS(=O)(=O)c1cccc2nsnc12,.,100
Cc1occc1-c1nnc(SCC(=O)N2CCN(c3ccccc3F)CC2)n1C,7,101
CCCC(=O)NC(c1ccccc1Cl)c1ccc2cccnc2c1O (stereo not given),-7,.
CNS(=O)(=O)c1cc(O)c2c(S(=O)(=O)NC)cccc2c1,6,84
CC1(C)CC(n2c(NCCO)nc3c(c2=O)C2(CCCC2)Cc2ccccc2-3)CCO1 (stereo not given),-4,83
CCOC(=O)C1CCN(C2CC(=O)N(c3ccc(C)cc3)C2=O)CC1 (stereo not given),12,.

# In the list so far, these contain bromine:
SMILES,HePTP inh,BAP1 inh
Cc1ccc2nsnc2c1NC(=O)c1ccc(Br)o1,6,.
Cc1ccc(/C(N)=N/OC(=O)COc2ccc(Br)cc2)cc1,-6,.
O=C(Nc1ccc(Cl)cn1)c1cc(Br)ccc1Cl,-2,.
O=C(Nc1ccc(Br)cc1)c1ccc(-c2ccccc2)cc1,.,61
Oc1c(N=Nc2cccc(Br)c2)sc2ccccc12,19,.
COc1cccc(CNc2ncc(Br)cc2Br)c1O,4,102

# High-throughput results deposited in PubChem BioAssay by several laboratories.
